PDI inh – inhibitors of human protein disulfide isomerase; P07237; PDI insulin aggregation turbidity, A650, 90 min; inhibition, % at 10 µM; actives 0.052% (n = 350,000);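 active means mean inhibition across replicates of 30% or more, whatever share of single replicates reach that level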;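 further: absorbance from insulin aggregation driven by PDI reduction with DTT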
MC4R antagonist – blocks human MC4R cAMP signaling | MC4R-expressing cells, MTII-stimulated cAMP, LANCE TR-FRET | inhibition, % at 6.5 µM | actives 0.48% (n = 360,000);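 active means inhibition above its plate's cutoff, the mean of tested wells on that plate plus 3 SD, cut at about 29% in these data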;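 further: 0% = Melanotan II alone and 100% = Melanotan II plus saturating MCL0020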
Target sequence (P32245 whole entry, looked up): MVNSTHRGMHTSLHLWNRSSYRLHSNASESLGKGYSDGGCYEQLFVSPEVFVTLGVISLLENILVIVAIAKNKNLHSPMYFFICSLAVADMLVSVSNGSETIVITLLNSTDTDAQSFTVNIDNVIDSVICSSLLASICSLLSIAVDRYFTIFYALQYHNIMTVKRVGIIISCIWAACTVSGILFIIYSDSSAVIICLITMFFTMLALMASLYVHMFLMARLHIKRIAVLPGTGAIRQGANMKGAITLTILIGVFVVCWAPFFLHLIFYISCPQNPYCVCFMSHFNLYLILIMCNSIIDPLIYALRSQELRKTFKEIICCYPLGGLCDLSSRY
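Material – human MC4R-expressing U2OS cells · Repeats – no replicates · Detection – TR-FRET with Eu-cAMP and labeled anti-cAMP, 671 nm · Times – compound 30 min, challenge 1 h, detection 1 h · Compound – single nominal compound dose of 6.5 µM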
Granule exo inh – lytic granule exocytosis inhibition; TALL-104 LAMP-1 surface exposure, flow cytometry; cells stimulated with thapsigargin and PMA; inhibition, % at 10 µM; actives 0.66% (n = 360,000); AID 651702;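 active means inhibition above about 55%, limit read from the data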
CaV13 FRET inh – Primary screen for inhibitors of IQ motif and Ca2+-dependent inactivation inhibitor domain binding in CACNA1D, Förster resonance energy transfer in living cells, …; HEK cells, CFP/YFP FRET ICDI-IQ, plate reader, 10 min; percent FRET-ratio fall versus neutral wells; inhibition, % at 12.3 µM; actives 0.098% (n = 340,000);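 active means mean replicate inhibition of at least 30% and at least 1% of replicates passing that level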;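 further: 0% = median of the neutral control wells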
Glyco luc inh – blocks N-linked glycosylation in D54 reporter cells. AID 588692. actives 0.23% (n = 360,000). D54 ERlucT glycosylation luciferase reporter, 24 h; percent of 100 nM tunicamycin response. reporter increase, % at 12.5 µM;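 active means mean luciferase reporter signal, scaled so untreated is 0 and the glycosylation-blocking control 100, at or above a set limit in every replicate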;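 further: luciferase carries N-glycosylation sites so blocking glycosylation raises the light; 0% = median of neutral control wells and 100% = median of 100 nM tunicamycin wells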
HTR2A ag – mouse HTR2A agonism via beta-arrestin recruitment | P35363 | CHO-K1 mHTR2A beta-arrestin complementation, luminescence; percent of 30 µM serotonin response | activation, % at 7.6 µM | actives 0.66% (n = 360,000) | AID 624169;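 active means activation above a run cutoff, the mean activation of all tested compounds plus 3 SD, cut at about 14% in these data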;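 further: 0% = plate median of compound wells and 100% = 30 µM serotonin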
Target sequence (P35363 whole entry, looked up): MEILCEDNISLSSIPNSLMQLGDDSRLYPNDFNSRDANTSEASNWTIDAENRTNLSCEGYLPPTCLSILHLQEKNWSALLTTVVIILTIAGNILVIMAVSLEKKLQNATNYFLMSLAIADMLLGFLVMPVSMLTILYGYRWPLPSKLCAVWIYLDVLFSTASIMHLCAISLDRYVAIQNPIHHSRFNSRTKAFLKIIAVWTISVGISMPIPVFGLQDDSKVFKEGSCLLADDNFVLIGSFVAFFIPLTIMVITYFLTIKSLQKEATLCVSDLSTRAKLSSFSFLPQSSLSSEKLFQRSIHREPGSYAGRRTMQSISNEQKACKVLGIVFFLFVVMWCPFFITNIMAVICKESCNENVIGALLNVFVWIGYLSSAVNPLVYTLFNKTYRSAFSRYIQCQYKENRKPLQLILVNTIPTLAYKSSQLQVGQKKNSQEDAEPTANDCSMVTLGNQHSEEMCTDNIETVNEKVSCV
MC4R ag barr – activates human MC4R beta-arrestin recruitment. AID 540308. actives 0.98% (n = 360,000). U2OS MC4R beta-arrestin complementation, luminescence; percent of melanotan II response, DMSO zero. P32245. activation, % at 8.9 µM;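 active means activation above a per-plate cutoff, the mean activation of sample wells on that plate plus 3 SD, cut at about 8% in these data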
H9c2 protect – protects H9c2 cardiomyocytes from peroxide injury; AID 588492; protection from H2O2 cell death, % at 20 µM; H2O2 injury protection, ATPLite, 2 h; actives 0.63% (n = 360,000);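 active means compounds giving at least 50% protection of heart cells from peroxide-induced death in the single-dose screen, raw or plate-pattern-corrected value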;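 further: 0% = DMSO wells with peroxide and 100% = DMSO wells without peroxide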
ABHD5-PLIN5 inh – blocks binding of human ABHD5 to perilipin-5. Split G. princeps luciferase complementation, luminescence, 4 h. inhibition, % at 4 µM. actives 0.78% (n = 360,000). AID 602281;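 active means inhibition above the mean inhibition across every tested compound plus 3 SD, cut at about 22% in these data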;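 further: 0% = DMSO only wells and the 100% control is not disclosed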
ABCB6 inh 2 – blocks the human ABCB6 transporter; Q9NP58; K562-ABCB6 porphyrin accumulation, flow cytometry, 1 h; hits give low values; fluorescence ratio to DMSO, % at 10 µM; actives 0.19% (n = 360,000);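 active means fluorescence ratio to DMSO below 75%, the collection mean minus 3 SD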;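 further: signal is porphyrin accumulated inside mitochondria; 100% equals median channel fluorescence of DMSO control wells; lower ratio means ABCB6 inhibition with less porphyrin fluorescence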
An asterisk follows results filed as active; . = not tested or not shown.

SMILES	PDI inh	MC4R antagonist	Granule exo inh	CaV13 FRET inh	Glyco luc inh	HTR2A ag	MC4R ag barr	H9c2 protect	ABHD5-PLIN5 inh	ABCB6 inh 2
CC(=O)N1CCc2cc(NC(=O)c3ccc(C)cc3)ccc21	-4	3	-5	-6	-12	0	-2.0	-9	7	99
CC(CN1CCCCC1)OC(=O)c1ccccc1Cl (centres undefined)	-4	2	0	-5	3	-10	-0.7	6	-5	100
CCN(c1ccc(OC)cc1)S(=O)(=O)c1nnc(NC(=O)c2ccccc2Cl)s1	6	5	1	.	-1	5	0.4	-5	-1	95
CCCCc1nn(-c2cc(Cl)ccc2OC)c2c1C(=O)CCC2	7	8	1	-6	0	11	1.5	-22	-1	99
COCCN(C(=O)COC(=O)CSc1ccc2ccccc2c1)c1c(N)n(Cc2ccccc2)c(=O)[nH]c1=O	-8	6	2	-7	0	-4	2.3	-2	-2	95
CCCn1c(-c2nonc2N)nc2ccccc21	23	6	-1	-4	-6	-4	-0.5	-3	0	90
CC1=C(C(N)=O)C(c2cccnc2)n2nc(SCc3ccccc3Cl)nc2N1 (centres undefined)	3	2	3	.	0	1	1.3	11	12	99
C[C@H]1CCC(=O)N([C@H](CSc2ccccc2)Cc2ccccc2)CC1	3	3	0	11	-4	2	0.6	-6	-4	100
CCOC(=O)C(C(=O)OCC)C(C)C#CCN1CCCCC1 (centres undefined)	8	-1	0	.	2	-5	-2.3	-1	1	116
CCOc1ccc(/C=N/NC(=S)NC2CC3CC2C2C=CCC32)cc1 (centres undefined)	0	0	-2	-5	-2	-2	0.9	-1	-7	108
CN(C)CCCNC(=O)c1ccc2[nH]c3ccccc3c2c1	-3	6	3	-3	5	-12	1.6	8	0	101
CCOc1ncccc1C(=O)N=c1sccn1C	6	5	-7	-2	0	2	-2.6	-2	2	94
O=C(CCC(=O)N/N=C/c1cc(Cl)cc(Cl)c1O)NCc1ccccc1	5	2	-2	-6	0	0	0.3	52*	1	96
CC(C)c1ccc(NC(=O)COC(=O)Cn2cnc3c2c(=O)n(C)c(=O)n3C)cc1	-27	8	6	-9	1	-4	-2.3	2	2	99
COc1ccc(C(=O)ON=C2c3ccccc3-c3ccccc32)cc1OC	22	0	4	-13	0	4	-1.9	38	1	98
COC(=O)c1ccccc1Sc1c(/C=N/OCc2ccc(Cl)cc2)c(C(F)(F)F)nn1C	4	11	-2	.	-1	-3	-1.1	-19	2	97
Cc1cc(/C=C(\C#N)C(=O)OCC(=O)NC(=O)NC(C)(C)C)c(C)n1CCC(C)C	10	0	1	.	-1	1	-0.8	-26	4	102
Clc1ccc(C2=Nn3c(nnc3-c3n[nH]c4c3CCC4)SC2)cc1Cl	-5	-4	2	-5	81*	-7	0.1	5	0	92
Cc1ccc(-c2cc(-c3ccccc3Cl)c(C#N)c(N)n2)o1	1	9	3	-5	-1	0	-2.4	23	4	107
COc1ccc(-n2c(=O)c3ccccc3n(Cc3cccc(C)c3)c2=O)cc1OC	9	2	-5	-15	0	4	-0.2	-3	6	98
O=S(=O)(NCc1cccs1)c1ccccc1Cl	-1	6	0	-6	0	4	-1.7	4	5	99
CCOC(=O)c1cnn(CCOC(=O)c2cccc(F)c2)c1NC(=O)c1cccc(F)c1	-4	5	-2	-5	0	2	2.1	1	-7	99
CCOc1ccccc1Nc1nc2ccccc2[nH]1	0	-3	1	-5	-1	-2	3.3	-1	3	98
Cc1cc(Cl)ccc1OCc1n[nH]c(=S)n1C1CCCCC1	32*	4	0	-5	0	7	6.0	-15	-22	88
Cc1ccccc1C(=O)c1ccc2c(c1)n(C)c(=O)n2C	-2	5	-4	-9	7	3	3.0	10	5	96

The list continues:
SMILES	PDI inh	MC4R antagonist	Granule exo inh	CaV13 FRET inh	Glyco luc inh	HTR2A ag	MC4R ag barr	H9c2 protect	ABHD5-PLIN5 inh	ABCB6 inh 2
O=C(O)c1ccc(N2C(=O)c3ccccc3C2=O)cc1[N+](=O)[O-]	-4	4	-10	-5	1	-1	0.2	0	4	94
Cc1cccc(N2C(=O)/C(=C\c3ccc(OC(F)F)cc3)c3ccccc3C2=O)c1	1	-3	1	-5	3	6	1.0	-7	9	99
Cc1cc(OCCCC(=O)NNC(=O)c2ccncc2)ccc1Cl	-1	5	2	-7	3	-4	-3.9	-5	-3	100
COC(=O)C1OC(OC2CC[C@]3(C)C(CC[C@@]4(C)[C@@H]3CC=C3[C@@H]5CC(C)(C)CC[C@]5(C(=O)OC5OC(CO)C(O)C(O)C5O)CC[C@]34C)C2(C)C)C(O)C(O)C1O[C@H]1OCC(O)C(O)C1O (some centres undefined)	-5	6	-6	.	2	0	-2.0	-1	33*	103
CCSCC1COC(c2cccn2Cc2ccc(C)cc2)=N1 (centres undefined)	12	11	9	-3	-3	-1	2.8	-13	-5	90
CC1=C(C(=O)Nc2ccccc2)C(c2cccs2)NC(=O)N1 (centres undefined)	4	3	0	-4	0	5	-3.1	0	3	95
COc1ccc(CNC(=O)CSc2nc3c(oc4ccccc43)c(=O)n2CC2CCCO2)cc1 (centres undefined)	0	16	-3	-6	0	1	-1.2	10	14	96
CCn1c(C)nc2cc(C(=O)N/N=C/c3ccccc3C)ccc21	-2	6	-2	-1	-8	-1	-1.8	-10	2	94
COc1ccc(S(=O)(=O)N2CCNCC2)cc1OC	6	17	-2	-4	0	-1	0.0	7	0	101
O=C(CNC(=O)c1ccccc1F)NCCN1C(=O)S/C(=C\c2ccc3c(c2)OCO3)C1=O	12	5	1	-3	2	12	0.0	15	0	97
COC(=O)CCN(C(=O)c1ccc(Cl)c([N+](=O)[O-])c1)c1ccccn1	2	15	2	-5	1	6	2.8	2	-4	102
COc1ccc(/C=C/C(=O)NNC(=O)c2ccncc2)c(OC)c1	-15	3	-1	-2	2	5	-1.9	1	6	98
O=C(c1ccc(Cl)nc1)N1CCC(Cc2ccccc2)CC1	-1	0	0	-4	-3	-3	-2.6	-10	-1	93
O=C1CC2(CCCC2)Oc2ccccc21	3	0	14	-7	2	-6	-1.0	8	3	96
CC(OC(=O)CCCc1nc2ccccc2s1)C(=O)NC(N)=O (centres undefined)	5	1	-1	6	0	4	-1.1	-1	-2	100
O=C(COc1ccc(F)cc1F)Nc1cccnc1	4	-1	-2	-5	2	1	-1.5	-1	-4	92
O=C(CCc1nnc(COc2ccccc2)o1)NCCc1cccs1	-6	-2	2	1	3	-2	-1.4	2	1	100
Cc1cccc(NC(=O)CSc2nnnn2C2CCCC2)c1	4	4	-10	-2	-1	-2	0.2	-4	-4	96
CC(=N/O)/C(C)=N\NC(=O)c1ccccn1	2	0	-2	-3	1	-2	-2.2	-12	0	93
COC(=O)c1[nH]c2ccccc2c1NC(=O)CCN1CCSCC1	1	-7	0	-5	-1	16*	0.6	-2	-3	99
Nc1nnnn1CC(=O)N/N=C/C=C/c1ccccc1	-12	-9	0	-3	0	4	0.0	1	-1	93
COC(=O)[C@H](CCSC)NC(=O)NCCc1ccccc1F	9	0	-1	-6	2	0	0.2	-2	12	107
CCc1[nH]nc(C(=O)NC2CCCc3c2cnn3-c2cc(C)cc(C)c2)c1C (centres undefined)	-5	-1	-1	-5	-13	1	-0.5	-5	-1	93
COc1ccc2nc(C(C)O)[nH]c2c1 (centres undefined)	5	2	-6	-5	2	2	-2.1	7	7	97
O=C(NN=C1C2CC3CC(C2)CC1C3)c1cccc(S(=O)(=O)N2CCOCC2)c1	-3	5	-9	-5	1	-3	-0.2	2	1	103

Next structures follow.
SMILES	PDI inh	MC4R antagonist	Granule exo inh	CaV13 FRET inh	Glyco luc inh	HTR2A ag	MC4R ag barr	H9c2 protect	ABHD5-PLIN5 inh	ABCB6 inh 2
c1ccc(N2CCOCCOCCOCCOCC2)cc1	-2	20	6	-4	1	1	2.9	1	8	102
Cc1ccc(NC(=O)COC(=O)/C=C/c2c(C)nn(-c3ccc(F)cc3)c2Cl)cc1F	-4	8	0	-3	0	5	2.6	-7	2	97
Cn1c(=O)c2c(ncn2CC(=O)N2CCc3ccccc3C2)n(C)c1=O	1	5	2	7	-1	1	-1.8	-9	3	103
Cc1c(C)c2ccc(OCC(=O)N3CC[C@@]4(O)CCCC[C@H]4C3)c(C)c2oc1=O	.	4	6	.	4	2	-0.5	-1	-2	95
O=C(CSc1ccc(Cl)cc1)NCc1ccncc1	-1	3	-7	-5	1	-1	-0.6	-5	-1	99
CCOc1cc(C(=O)OCC(=O)c2c(C)[nH]c3ccccc23)ccc1OCC(=O)N1CCOCC1	4	10	-2	-5	0	-2	0.2	17	1	96
CCN1C(=O)[C@@H]2[C@H](C1=O)[C@@H]1C(=O)Nc3ccccc3C(=O)N1[C@@H]2c1ccccc1	-2	8	1	-11	3	4	0.2	-2	-8	101

Ordered by formula weight (lowest first): some entries from above
SMILES	PDI inh	MC4R antagonist	Granule exo inh	CaV13 FRET inh	Glyco luc inh	HTR2A ag	MC4R ag barr	H9c2 protect	ABHD5-PLIN5 inh	ABCB6 inh 2
COc1ccc2nc(C(C)O)[nH]c2c1 (centres undefined)	5	2	-6	-5	2	2	-2.1	7	7	97
CC(=N/O)/C(C)=N\NC(=O)c1ccccn1	2	0	-2	-3	1	-2	-2.2	-12	0	93
O=C(CSc1ccc(Cl)cc1)NCc1ccncc1	-1	3	-7	-5	1	-1	-0.6	-5	-1	99
c1ccc(N2CCOCCOCCOCCOCC2)cc1	-2	20	6	-4	1	1	2.9	1	8	102
COC(=O)[C@H](CCSC)NC(=O)NCCc1ccccc1F	9	0	-1	-6	2	0	0.2	-2	12	107
COC(=O)c1[nH]c2ccccc2c1NC(=O)CCN1CCSCC1	1	-7	0	-5	-1	16*	0.6	-2	-3	99
Cn1c(=O)c2c(ncn2CC(=O)N2CCc3ccccc3C2)n(C)c1=O	1	5	2	7	-1	1	-1.8	-9	3	103
CCc1[nH]nc(C(=O)NC2CCCc3c2cnn3-c2cc(C)cc(C)c2)c1C (centres undefined)	-5	-1	-1	-5	-13	1	-0.5	-5	-1	93
CCN1C(=O)[C@@H]2[C@H](C1=O)[C@@H]1C(=O)Nc3ccccc3C(=O)N1[C@@H]2c1ccccc1	-2	8	1	-11	3	4	0.2	-2	-8	101
Cc1c(C)c2ccc(OCC(=O)N3CC[C@@]4(O)CCCC[C@H]4C3)c(C)c2oc1=O	.	4	6	.	4	2	-0.5	-1	-2	95
O=C(NN=C1C2CC3CC(C2)CC1C3)c1cccc(S(=O)(=O)N2CCOCC2)c1	-3	5	-9	-5	1	-3	-0.2	2	1	103

Assay outcomes as filed in PubChem.

Compounds as they come. About 4.2% of those tested had a hit in this group.
